IDE cell activ – boosts human insulin-degrading enzyme activity in HEK cells; AID 493087; 340,000 tested, 0.073% active; activation, % at 5.96 µM; FAbeta-B cleavage, fluorescence polarization; 0% vehicle, 100% cell-free pure enzyme wells; P14735;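 active means activation above the mean of all tested compounds plus 3 SD, set per screening campaign, cut at about 17% in these data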
Target sequence (P14735 whole entry, looked up): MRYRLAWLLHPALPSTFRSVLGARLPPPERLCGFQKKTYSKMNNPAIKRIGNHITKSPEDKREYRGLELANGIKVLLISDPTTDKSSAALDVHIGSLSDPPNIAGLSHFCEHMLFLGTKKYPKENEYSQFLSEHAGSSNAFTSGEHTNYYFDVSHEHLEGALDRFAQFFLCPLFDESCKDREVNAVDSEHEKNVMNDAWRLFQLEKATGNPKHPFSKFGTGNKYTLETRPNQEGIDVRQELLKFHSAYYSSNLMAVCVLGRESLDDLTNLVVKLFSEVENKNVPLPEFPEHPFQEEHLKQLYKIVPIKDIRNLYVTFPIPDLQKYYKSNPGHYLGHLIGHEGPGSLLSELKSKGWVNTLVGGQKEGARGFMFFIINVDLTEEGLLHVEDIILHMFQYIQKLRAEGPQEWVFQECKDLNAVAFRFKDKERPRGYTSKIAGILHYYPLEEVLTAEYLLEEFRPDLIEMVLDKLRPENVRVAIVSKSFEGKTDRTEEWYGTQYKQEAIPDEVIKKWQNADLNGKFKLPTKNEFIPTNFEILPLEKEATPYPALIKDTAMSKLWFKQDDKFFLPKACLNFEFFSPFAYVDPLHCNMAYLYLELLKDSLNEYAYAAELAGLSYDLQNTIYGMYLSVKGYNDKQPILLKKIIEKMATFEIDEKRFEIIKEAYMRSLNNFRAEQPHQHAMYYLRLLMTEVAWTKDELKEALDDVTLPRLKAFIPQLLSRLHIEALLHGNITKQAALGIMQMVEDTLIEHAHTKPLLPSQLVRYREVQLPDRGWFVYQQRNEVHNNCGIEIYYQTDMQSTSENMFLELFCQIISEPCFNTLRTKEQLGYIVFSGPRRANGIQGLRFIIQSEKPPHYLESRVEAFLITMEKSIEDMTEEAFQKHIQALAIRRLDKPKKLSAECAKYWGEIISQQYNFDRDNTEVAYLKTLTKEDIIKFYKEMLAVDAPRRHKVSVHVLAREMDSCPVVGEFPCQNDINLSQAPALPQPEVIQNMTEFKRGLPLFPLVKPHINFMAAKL
IDE inh – cellular human IDE inhibition; AID 434962; inhibition, % at 5.59 µM; HEK cells, FAbetaB cleavage, fluorescence polarization; 320,000 tested, 0.41% active;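 active means percent inhibition above the average of all tested compounds plus 3 SD, set per screening campaign, cut at about 16% in these data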;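 further: IDE supplied by intact live HEK cells; FP after avidin binding of uncleaved biotin substrate so inhibition keeps polarization high; 0% = DMSO wells and 100% = 60 µM reference IDE inhibitor Ii1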
* marks the source's active call; other numbers are inactive results. Only part of the results is shown; rates above refer to the full screens.

SMILES | IDE cell activ | IDE inh
CC1CCN(C(=O)CN2c3cccc4cccc(c34)S2(=O)=O)CC1 | 15 | -4
CC[C@H]1C/C=C\Cc2ccccc2[C@@H](C(=O)C[C@@H](O)CC(C)=O)OC1=O | 6 | -5
Cc1cccc(NS(=O)(=O)c2ccc(C(=O)N3CC(C)OC(C)C3)cc2)c1C (stereo unspecified) | 6 | -2
COc1cccc(C2=CC(=O)C[C@H](c3ccc(Cl)cc3)C2)c1 | 7 | 2
C=CC[C@]12C=C(OC)C(=O)C=C1O[C@@H](c1ccc3c(c1)OCO3)[C@H]2C | 1 | 4
O=C(NCc1cccnc1)c1cccc(NS(=O)(=O)c2ccc(Br)cc2)c1 | -2 | 6
CC1(NC(=O)Nc2cc([N+](=O)[O-])ccc2O)CCS(=O)(=O)C1 (stereo unspecified) | -2 | 4
COc1cc(-c2ccc3c(=O)c4ccccc4sc3c2)cc(OC)c1OC | 4 | 1
CC(C)CN(C(=O)c1ccc(N2CCCC2=O)cc1)C1CCS(=O)(=O)C1 (stereo unspecified) | 1 | 2
CN(CC(=O)Nc1ccc(F)cc1)C(=O)COC(=O)CNC(=O)c1ccc(Cl)cc1Cl | 5 | 4
COc1ccccc1N(C)S(=O)(=O)c1ccc(C(=O)NCC2CCCCC2)cc1 | 3 | 0
CC(OC(=O)CCN=C1NS(=O)(=O)c2ccccc21)C(=O)NC1CCCCC1C (stereo unspecified) | 0 | 2
CC[C@@]1(C(=O)OC)N[C@H](CN(C)C(=O)C2CCCCC2)[C@@H]2C(=O)N(Cc3ccccc3)C(=O)[C@@H]21 | 2 | -2
CCC(C)Sc1ccc(-c2nc3ccc(C)cn3c2NCc2ccccc2)cc1 (stereo unspecified) | 0 | 5
Cn1c(N)c(C(=O)CSc2nnc(C3CC3)n2Cc2ccccc2)c(=O)[nH]c1=O | -4 | -3
O=S(=O)(Nc1ccc2c(c1)OCO2)c1cccc(Br)c1 | 4 | -4
Cc1ccc(S(=O)(=O)CC(=O)Nc2sc(C)c(C)c2C(N)=O)cc1 | 1 | 10
O=C(CCNS(=O)(=O)c1ccccc1F)N1CCN(C(c2ccccc2)c2ccccc2)CC1 | -1 | 5
CCN1C(=O)[C@@H]2[C@@H](c3ccc(-c4ccc(Cl)c(Cl)c4)c(OC)c3)N3CCC[C@@]3(C(=O)OC)[C@@H]2C1=O | 1 | 0
CCC/C=C1/CCCOC(C(=O)NCCN2CCOCC2)(C(F)(F)F)C1 (stereo unspecified) | 2 | -2
Cc1cc(C(=O)COC(=O)c2ccc(Cl)c(S(N)(=O)=O)c2)c(C)n1C1CC1 | 4 | -3
C=CC[C@@H](CC(=O)N[C@H](CO)Cc1ccccc1)C(=O)NCCOC(=O)[C@@H](CC=C)Cc1ccc(F)cc1 | 2 | 1
COc1ccc2nc(NC(=O)C3CSC4(C)CCC(=O)N34)sc2c1 (stereo unspecified) | 4 | 6
CC(C)(C)c1ccc(S(=O)(=O)N2CCN(CC(=O)NC(=O)NC3CCCCC3)CC2)cc1 | 0 | 1
O=C(CN1C(=O)NC(Cc2ccccc2)C1=O)Nc1ccc(F)c(F)c1F (stereo unspecified) | -2 | -5
Cc1ccc(F)cc1NC(=O)CSc1nnc(CNC(=O)c2ccco2)n1C | 7 | -3
CCN(CC(=O)Nc1cc(Cl)ccc1C)C(=O)c1cc([N+](=O)[O-])ccc1N1CCOCC1 | -5 | 1
CCCCn1c(N)c(N(CCOC)C(=O)COc2c(C)cccc2C)c(=O)[nH]c1=O | -2 | 9
CC(NC(=O)c1ccco1)C(=O)O (stereo unspecified) | 5 | 1
CC1(c2nnc(Cc3ccccc3)o2)CC(c2ccc(OC(F)(F)F)cc2)=NO1 (stereo unspecified) | 5 | -1
CCOc1ccc(CCNC(=O)COC(=O)Cc2ccc(OC)c(OC)c2)cc1OCC | 3 | 0
O=C(Cn1ccc(NC(=O)OCc2ccccc2)nc1=O)NCCCN1CCCC1=O | 2 | 0
CCOC(=O)CCC(=O)Nc1ncnc2c1C(c1ccccc1)c1c(ccc3ccccc13)O2 (stereo unspecified) | -8 | 6
C=CCn1cnnc1SCC(=O)N(C1CCCCC1)C1CCS(=O)(=O)C1 (stereo unspecified) | 1 | 5
COc1ccc(C(=O)COC(=O)/C=C/c2ccccc2[N+](=O)[O-])cc1 | -4 | 5
COc1ccc(C(=O)N2CCCC(C(N)=O)C2)cc1S(=O)(=O)N1CCOCC1 (stereo unspecified) | -1 | -1
CCOc1ccc(CCNC(=O)c2cccc(S(=O)(=O)N3CCOCC3)c2)cc1OCC | 3 | -1
N#Cc1cccc(NC(=O)CSc2cccc[n+]2[O-])c1 | 0 | 0
COc1ccc(NC(=O)CSc2nnc3ccc(-c4ccccn4)nn23)cc1OC | 0 | -8
N#Cc1ccc(Cl)cc1NC(=O)COC(=O)c1cccc(S(=O)(=O)N2CCOCC2)c1 | 3 | -4
Cc1cc(S(=O)(=O)NCC(c2ccc3c(c2)OCO3)N2CCOCC2)ccc1F (stereo unspecified) | 1 | -7
C=CCc1ccccc1OCC(O)CN1CCOCC1 (stereo unspecified) | 1 | 1
CCC1(c2ccccc2)C(=O)N(C(=O)OC(C)(C)C)N1C(=O)OC(C)(C)C (stereo unspecified) | -2 | 5
CCCCN(C(=O)c1ccc2c(c1)OCCO2)c1c(N)n(CC(C)C)c(=O)[nH]c1=O | 1 | -1
O=C1CS(=O)(=O)N(Cc2cccc(F)c2)c2ccc(Br)cc21 | 0 | -2

Compound profiles, from the list above. Values in the order: IDE cell activ | IDE inh
Entry for Cc1ccc(S(=O)(=O)CC(=O)Nc2sc(C)c(C)c2C(N)=O)cc1 = 1 | 10
Entry for O=C(CCNS(=O)(=O)c1ccccc1F)N1CCN(C(c2ccccc2)c2ccccc2)CC1 = -1 | 5

(more compounds)
SMILES | IDE cell activ | IDE inh
COC(=O)[C@H](Cc1ccccc1)NS(=O)(=O)N[C@@H](Cc1ccccc1)C(=O)OC | 2 | -6
Cc1ccc(OC(=O)C2CCN(C(=O)c3ccccc3C)CC2)c(Br)c1 | -5 | 1
CC(C)(C)OC(=O)C[C@H]1C/C=C\C[C@@H](CC(=O)N(CCO)Cc2ccccc2)C(=O)N2CCC[C@H]2COC1=O | -2 | 0
O=C(OCc1cc(Cl)cc2c1OCOC2)c1cccnc1Cl | -2 | 0
Cc1c(Cl)cnc(NC(=O)COC(=O)C2CC2)c1Cl | 1 | 3
CCOC(=O)c1cc(-c2ccccc2C)n(CC2CC(c3cccc([N+](=O)[O-])c3)=NO2)n1 (stereo unspecified) | 3 | -2
Cc1ccc2c(c1)[C@H]1[C@H](CO2)[C@H](c2ccccc2)[C@]2(C)C(=O)N(Cc3ccc(Cl)cc3)CC(=O)N12 | -2 | 3
O=C(O)c1ccc(SCc2ccccc2)nc1 | -2 | 5
O=C(Nc1ccncc1)C1CCN(S(=O)(=O)c2ccccc2)CC1 | 1 | 0
O=C(NCc1ccc(F)cc1)C1CCCN1S(=O)(=O)c1ccccc1C(F)(F)F (stereo unspecified) | 5 | 0
CCOc1ccc(NC(=O)CN(C)C(=O)c2ccccc2OCc2cccc(C)c2)cc1OCC | 1 | -3
COc1ccc(S(=O)(=O)NC2CC(=O)N(c3ccc(C)c(C)c3)C2)cc1 (stereo unspecified) | -4 | 8
CSc1ccccc1C(=O)Nc1ccc(S(=O)(=O)NC2=NCCCCC2)cc1 | 3 | 3
Cc1nnc2ccc(-c3cccc(NS(=O)(=O)c4ccccc4Cl)c3)nn12 | 5 | -4
Cn1nc(C(=O)Nc2ccc(-n3cnnn3)cc2)c2ccccc2c1=O | -1 | 2
CCN1C(=NCc2ccco2)N[C@@H](c2cccc(C(F)(F)F)c2)C(C(=O)OC)=C1C | 1 | -1
Cc1c(NC(=O)C(C)SC(=S)N2CCCC2)c(=O)n(-c2ccccc2)n1C (stereo unspecified) | 3 | -1
Cc1cccc(NC(=O)C2CCN(C(=O)c3ccc(Cl)cc3)CC2)n1 | 6 | -3
CSCCC(NC(=O)c1ccc(Cl)cc1)C(=O)OCC(=O)N1CCCC1=O (stereo unspecified) | 4 | -2
Cc1ccccc1NS(=O)(=O)c1ccc(C(=O)N2CCC2)cc1 | 1 | 0
CCN1CCN(C(=O)N(Cc2ccc(Cl)cc2)S(=O)(=O)c2ccc(C)cc2)CC1 | 5 | 2
CCOC(=O)[C@H]1[C@H]2COc3ccccc3[C@@H]2N2C(=O)c3cc(OC)ccc3NC(=O)[C@@]12C | 1 | -5
Cc1ccc(C(=O)Nc2ccccc2N2CCOCC2)cc1S(=O)(=O)N1CCOCC1 | -1 | -2
CCC(=O)c1c(CC)c2n3c1CC[C@H]3CCC2 | 3 | 3
Cc1ccccc1-n1c(C)nnc1SC(C)C(=O)NCC1CCCO1 (stereo unspecified) | 4 | -4
CCc1nc2ccccc2c(=O)n1/N=C/c1ccc(Cl)cc1 | 3 | 4
COc1ccc2c(c1)sc(=NC(=O)CS(=O)(=O)c1ccc(F)cc1)n2C | 5 | 2
CCc1noc(C)c1C(=O)Nc1ccc(S(=O)(=O)N2CCCCC2)cc1 | 3 | 1
CN(C1(C)CCS(=O)(=O)C1)S(=O)(=O)c1ccc2ccccc2c1 (stereo unspecified) | 5 | 1
CCN1CCN(c2ccccc2NC(=O)c2ccc(-n3cccn3)cc2)CC1 | 2 | 4
COC(=O)c1c(C)[nH]c(C(=O)OC(C)C(=O)N2CCOCC2)c1C (stereo unspecified) | 4 | 2
O=C(COC(=O)C12CC3CC(CC(O)(C3)C1)C2)Nc1ccc(Cl)c(S(=O)(=O)N2CCOCC2)c1 | -3 | 2
O=C(NN=Cc1ccc(O)cc1)c1ccccc1NS(=O)(=O)c1cccs1 | 2 | 3
CCc1cccc(C)c1NC(=O)COC(=O)CNC(=O)c1cccs1 | -1 | -3
CCOC(=O)N1CCN(C(=O)C(NC(=O)c2ccc(C(C)(C)C)cc2)C(C)C)CC1 (stereo unspecified) | 0 | 2
COc1cccc(N=NC2C(=O)N(C(N)=S)N=C2C)c1 (stereo unspecified) | 4 | 3
COc1ccccc1NC(=O)COC(=O)c1c(C)nn(-c2ccccc2)c1C | -5 | -5
COc1cccc(CNC(=O)CC(NC(=O)c2ccccc2)c2ccccc2)c1 (stereo unspecified) | 10 | -2
CC1CC1C(=O)N(CCC1=CCCCC1)c1c(N)n(Cc2ccccc2)c(=O)[nH]c1=O (stereo unspecified) | 7 | -3
CC(C)(C)OC(=O)NCCCCCc1cn([C@@H](CO)C(=O)NCCCCCCCCCCC(=O)N2CCN(C(=O)OC(C)(C)C)CC2)nn1 | 7 | -4
C[C@H](CO)N1C[C@H](C)[C@@H](CN(C)Cc2ccc(Cl)c(Cl)c2)Oc2c(NC(=O)c3ccncc3)cccc2C1=O | -9 | 6
CC1CCN(C(=O)CSc2nnc3ccc(-c4cccnc4)nn23)CC1 | 1 | 4
Cc1ccc(C(=O)OCC(=O)NCc2ccco2)cc1S(=O)(=O)N1CCOCC1 | 7 | -1
COc1ccc(C2=NOC(Cn3nc(-c4ccccc4)cc3C(=O)NCc3cccs3)C2)cc1 (stereo unspecified) | 4 | -1
CC(=O)c1ccc(-c2ccc(C(=O)NCC3CCCO3)o2)cc1 (stereo unspecified) | -5 | 0

Three compounds from above, sorted by their value in IDE cell activ, descending.
SMILES | IDE cell activ | IDE inh
CC1CCN(C(=O)CSc2nnc3ccc(-c4cccnc4)nn23)CC1 | 1 | 4
CC(=O)c1ccc(-c2ccc(C(=O)NCC3CCCO3)o2)cc1 (stereo unspecified) | -5 | 0
C[C@H](CO)N1C[C@H](C)[C@@H](CN(C)Cc2ccc(Cl)c(Cl)c2)Oc2c(NC(=O)c3ccncc3)cccc2C1=O | -9 | 6

Next compounds follow.
SMILES | IDE cell activ | IDE inh
CCN(Cc1nc2cc(Cl)ccc2c(=O)[nH]1)C(=O)c1ccc(C)c(NC(=O)c2ccco2)c1 | 1 | 5
O=C(COC(=O)/C=C/c1ccc(C(F)(F)F)cc1)NCC1CCCCC1 | 1 | 6
O=C(COC(=O)CNC(=O)c1ccccc1Cl)NC1CC1 | 1 | -4
CCOC(=O)[C@H](CCc1ccccc1)N[C@@H](C)C(=O)N1CCC[C@@H]1C(=O)O | -2 | 6
O=C(c1cccc(Br)c1)c1coc2ccc(O)cc12 | -6 | -5
O=C1CCN(Cc2ccccc2)C=C1c1cccc(O)c1 | -1 | -3
COc1ccc(-c2cc3ccccc3oc2=O)cc1 | -3 | 0
CCCN(C(=O)c1cc(Cl)nc2ccccc12)c1c(N)n(Cc2ccccc2)c(=O)[nH]c1=O | -2 | -2
N#Cc1cccc(S(=O)(=O)NCc2nnc3ccccn23)c1 | 5 | -1
CCOc1ccc(CCNC(=O)COC(=O)COc2ccc(C(C)=O)cc2)cc1OCC | 2 | -2
CCCN(CC(=O)Nc1ccccc1OC)C(=O)c1ccccn1 | 4 | 1
CC(=O)Nc1ccc(NC(=O)COC(=O)[C@@H]2CCCN2C(=O)c2cccs2)cc1 | -5 | 2
COC(=O)C1=C(C(=O)OC)[C@]2([C@H]3CCCCN[C@@H](Cc4ccccc4)C(=O)N3Cc3ccccc3)C=C[C@H]1O2 | 1 | -1
Cc1ccc(S(=O)(=O)CCC(=O)N2CCN(c3ccccc3O)CC2)cc1 | 2 | 1
Cc1c(C(=O)Nc2nnc(C3CC3)s2)oc2ccccc12 | 2 | -2

Sorted by formula weight (rising): part of the list above.
SMILES | IDE cell activ | IDE inh
O=C1CCN(Cc2ccccc2)C=C1c1cccc(O)c1 | -1 | -3
O=C(c1cccc(Br)c1)c1coc2ccc(O)cc12 | -6 | -5
CCCN(CC(=O)Nc1ccccc1OC)C(=O)c1ccccn1 | 4 | 1
O=C(COC(=O)/C=C/c1ccc(C(F)(F)F)cc1)NCC1CCCCC1 | 1 | 6
CCN(Cc1nc2cc(Cl)ccc2c(=O)[nH]1)C(=O)c1ccc(C)c(NC(=O)c2ccco2)c1 | 1 | 5
